Screening results (PubChem BioAssay)
TCR act: T cell receptor activation. primary human leukocytes, anti-CD3, IL-2 HTRF, 48 h. 330,000 tested, under 10 active. Potency, µM (doses to about 9.22 µM), for the others: at the highest dose activation of IL-2 secretion, usual class: activators; note: % of control where 0% means no effect
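1) Mix primary human leukocytes, a-CD3 beads and compound. 2) Incubate 48 hr. 3) Add HTRF IL-2 reagents (a-IL-2-K, a-IL-2-d2).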
A-T KAP1 phos: potential ataxia-telangiectasia treatment; […] A-T fibroblasts, KAP-1 phosphorylation AlphaLISA; neocarzinostatin DNA damage 30 min before lysis; Potency, µM (titrated, usually from 57.5 µM), inactives show at the top dose activation, actives largely listed as activators; hit rate 0.19% among 320,000; AID 485349; note: potency is the fitted concentration of half-maximal effect; % of control where 0% means no effect; nearly all actives have a fitted effect of over 45% in size
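ATM-like activity read as KAP-1 phosphorylation via AlphaLISA donor/acceptor antibody pairs after lysis and 6 hr at 25C. Cells were ATM-null patient fibroblasts ([…], hTERT), dosed 60 min, then exposed to the DSB inducer NCS for 30 min.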
BCR signal inh: blocks chronic active B-cell receptor signaling; ABC-DLBCL IkBa-CBG/CBR reporter, luminescence ratio, 4 h; Potency, µM (highest dose often 46.1 µM), for the others: at the top dose ratio change, negative = lower green/red ratio, actives largely listed as inhibitors; hit rate 0.05% among 340,000; AID 493014; active = well fitted inhibition curve with a large enough effect in the signal ratio, with a control signal flat, not every such curve was filed as active; inconclusive = small, poorly fitted or top-dose-only effect, or effect the other way, or a change in a side signal; the % refers to the signal ratio;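 note: potency is the fitted concentration of half-maximal effect; plate controls were basal doxycycline-induced cells for no effect and cells given 10 µM MG132 for full effect; MG132 reads +100%, hits lower the ratio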
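Cell line TMD8 (human ABC DLBCL), stably expressing tet-inducible CBG68-IkBa fusion and CBR; IMDM/0.5% FBS; cpd up to 46 uM; dox induction, 4 h, 37C/5% CO2; dual luminescence; green/red ratio; MG132 control.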
TSHR antagonist: antagonists of human thyroid stimulating hormone receptor; P16473; TSHR-expressing cells, TSH-stimulated cAMP HTRF, 2 h; active compounds read low; activity change, negative = inhibition, % at 11.5 µM; hit rate 0.2% among 330,000;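 active = activity change below a set negative limit, meaning inhibition stronger than a set level, cut at about -70% in these data; inconclusive = activity change between two set negative limits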; note: % is set by controls: 0 for no effect and ±100 for the full control effect
Target sequence (P16473 whole entry, looked up): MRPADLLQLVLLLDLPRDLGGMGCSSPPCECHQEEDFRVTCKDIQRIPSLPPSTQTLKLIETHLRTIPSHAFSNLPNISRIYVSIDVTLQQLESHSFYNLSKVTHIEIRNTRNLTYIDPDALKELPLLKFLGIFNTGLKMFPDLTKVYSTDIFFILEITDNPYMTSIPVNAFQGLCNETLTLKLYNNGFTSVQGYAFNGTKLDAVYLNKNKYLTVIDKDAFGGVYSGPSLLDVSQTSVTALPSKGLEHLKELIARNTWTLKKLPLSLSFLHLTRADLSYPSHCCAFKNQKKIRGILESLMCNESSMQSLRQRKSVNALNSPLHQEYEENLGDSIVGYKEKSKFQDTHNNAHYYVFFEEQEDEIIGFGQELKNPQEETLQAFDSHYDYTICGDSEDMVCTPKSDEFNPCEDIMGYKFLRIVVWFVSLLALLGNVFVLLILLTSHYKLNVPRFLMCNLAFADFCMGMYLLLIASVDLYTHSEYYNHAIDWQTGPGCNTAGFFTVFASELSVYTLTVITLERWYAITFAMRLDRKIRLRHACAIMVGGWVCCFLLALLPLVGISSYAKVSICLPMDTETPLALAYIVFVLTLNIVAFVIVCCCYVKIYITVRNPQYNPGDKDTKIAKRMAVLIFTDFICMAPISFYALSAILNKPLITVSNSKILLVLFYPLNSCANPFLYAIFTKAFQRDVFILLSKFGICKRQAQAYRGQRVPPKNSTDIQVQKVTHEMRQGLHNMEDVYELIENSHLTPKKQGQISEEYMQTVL
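Antagonism was scored as loss of TSH-driven cAMP in TSHR cells, stimulated with 4nM TSH (EC80) for 2 hours at 37 deg C and detected by homogeneous HTRF competition immunoassay.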
Coupling enz: counter-screen for Giardia aldolase inhibitors: coupling enzyme system; coupling enzyme system counterscreen, AmpLite Red fluorescence; hit rate 0.67% among 290,000; AID 2472; activity change, negative = inhibition, % at 58.2 µM, hits read low; in the data active = activity change below about -30%; note: % is set by controls: 0 for no effect and ±100 for the full control effect
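Fluorescence at 525 nm excitation and 598 nm emission measured inhibition of the coupled detection system without aldolase. Compounds (at 57.5 uM final) were preincubated 10 min at room temperature with coupling enzyme reagent before a 20 min substrate/AmpLite Red step.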
GALK inh: inhibitors of human galactokinase; P51570; hit rate 0.007% among 270,000; Purified GALK, Kinase-Glo residual ATP luminescence; Potency, µM (doses to about 57.5 µM), inactives show at the top dose activity change, negative = inhibition, most hits filed as inhibitors; note: potency is the fitted concentration of half-maximal effect; % is set by controls: 0 for no effect and ±100 for the full control effect
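The enzyme phosphorylates galactose (100 uM) using ATP (35 uM); inhibition is detected as higher residual ATP, quantified by bioluminescence after 1 h reaction at room temperature, pH 8.0.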
KCNH2 WT inh: blocks the wildtype human KCNH2 potassium channel | Q12809 | U2OS, BacMam KCNH2, thallium flux FluxOr; active compounds read low | activity change, % at 1.84 µM | hit rate 0.37% among 340,000 | AID 720551;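 active = maximum activity change below -70%; inconclusive = maximum activity change between -70% and -50%; inactive = maximum activity change above -50%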; note: % is set by controls: 0 for no effect and ±100 for the full control effect
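U2OS cells transduced with wild-type KCNH2 virus are loaded with FluxOr dye for 45 min, and thallium flux is measured in kinetic reads before and after stimulation buffer. Rate constants are normalized to DMSO controls.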
Giardia kill: Giardia lamblia killing | activity change, % at 7.66 µM, hits read low | Giardia lamblia trophozoite viability | hit rate 0.15% among 340,000; in the data active = activity change below about -80%; inconclusive = between about -30% and that limit;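 note: parasites exposed to compound for two days anaerobically before the ATP read; % is set by controls: 0 for no effect and ±100 for the full control effect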
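Media and compound were dispensed first, then trophozoites at 100 cells/well; plates sat 48 hrs at 37 deg C without oxygen before ATP luminescence reagent was added and read after 15-30 min at room temperature.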
Tb PFK block: T. brucei PFK enzyme inhibition; Potency, µM (top dose mostly 57.5 µM), inactives show top-dose activity, negative = inhibition, hits mostly inhibitors; O15648; hit rate 0.17% among 330,000; AID 485367; T. brucei PFK, ADP-Glo luminescence;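 note: potency is the fitted concentration of half-maximal effect; 0% = uninhibited 1x PFK enzyme wells and -100% = no-enzyme wells; nearly all actives have a fitted effect of over 60% in size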
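Compounds were pin-transferred as a titration series up to 57 uM into substrate buffer (0.5 mM F6P, 0.1 mM ATP, pH 8.0), then 1.25 nM PFK was added and reactions ran 45 min before ADP-Glo detection.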
CXXC DNA block: MLL CXXC-DNA interaction inhibition. MLL-CXXC / FITC-HOXA9 DNA fluorescence polarization. Potency, µM (titrated, usually from 115 µM), for inactives: at the highest dose activity change, negative = inhibition, most hits filed as inhibitors. hit rate 0.037% among 290,000. AID 2662; active = well fitted inhibition curve with a large enough effect in the polarisation, with a control signal flat, not every such curve was filed as active; inconclusive = small, poorly fitted or top-dose-only effect, or effect the other way, or a change in a side signal; inactive = no such curve, though single readings can be large or run the other way; the % refers to the polarisation; note: potency is the fitted concentration of half-maximal effect
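Fluorescence polarization: 7 uM MLL-CXXC (stock) preincubated 5 min with compounds, then 50 nM fluorescein-HOX-A9 DNA (stock) added; 30 min ambient. Buffer 50 mM Tris-HCl pH 7.5, 50 mM NaCl, 1 mM DTT, 0.05% BSA.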
Starred values were filed as active, the others as inactive; u = inconclusive; x = not tested or not shown; [ ] = dose if it differs, or a comment. Unless noted, calls come from the whole dose curve; as a rule, active = well fitted curve in the direction sought with a large enough effect; inconclusive = small, poorly fitted or top-dose-only effect, or another doubt; inactive = no such curve, though single readings can be large; an effect the other way counts as inactive or inconclusive.

Second line of a record: TCR act | A-T KAP1 phos | BCR signal inh | TSHR antagonist | Coupling enz | GALK inh | KCNH2 WT inh | Giardia kill | Tb PFK block | CXXC DNA block
> Cc1ccc2c(CN3CCCCC3CCO)cc(=O)oc2c1 (stereo not drawn)
→ 8% | 2% | -3% | 1 | 4 | 0% | 24 | -14 | 11% | -1%
> C=CC[C@H](CC(=O)NCCO)C(=O)NC[C@@H](OC(=O)[C@@H](CC=C)CC(=O)OC(C)(C)C)c1ccccc1
→ -3% | 3% | -1% | 0 | x | x | -7 | 6 | 0% | x
> Cc1ccc(N(CC(O)CN2CCCCC2)S(=O)(=O)c2ccccc2[N+](=O)[O-])cc1 (stereo not drawn)
→ 7% | -1% | -1% | -4 | 2 | 12% | 8 | 8 | 3% | 1%
> CC(=O)c1c(C)n(CCc2ccc(Cl)cc2)c2ccc(O)cc12
→ x | -13% | u | 1 | 0 | -9% | 3 | 0 | 0% | 16%
> O=S(=O)(c1ccc(F)cc1)N1CC=C(c2ccccc2)CC1
→ -11% | 3% | u | -4 | 4 | -2% | -2 | 17 | -7% | 5%
> Cc1ccc(NC(=O)C(=O)c2ccc(C)cc2)cc1
→ 4% | 7% | u | -2 | -5 | -3% | 3 | -11 | -2% | -2%
> CCn1c(SCC(=O)NC2CCCC2)nnc1C(C)NC(=O)c1ccccc1F (stereo not drawn)
→ 2% | 12% | 7% | 28 | 0 | -2% | -19 | 3 | -4% | 3%
> COC(=O)c1ccccc1NC(=O)COc1ccccc1
→ x | 10% | -3% | -2 | 1 | 0% | 0 | 6 | 3% | 11%
> Cc1ccc(C)c(N2CCN(S(=O)(=O)CC34CCC(CC3=O)C4(C)C)CC2)c1 (stereo not drawn)
→ -2% | 24% | u | -3 | 2 | 8% | -2 | -13 | 0% | 4%
> CCCOc1ccc(CNC(=O)c2ccc3nc(N4CCOCC4)sc3c2)cc1
→ 2% | -4% | 7% | 11 | -5 | x | -16 | -2 | 0% | 17%
> Cc1ccc(S(=O)(=O)NCC(=O)N2CCc3ccccc3C2)cc1
→ 0% | 29% | -2% | -8 | 1 | 4% | -19 | -18 | -1% | 4%
> Cc1ccc(CNC(=O)C2CCCN(S(=O)(=O)c3c(C)noc3C)C2)cc1 (stereo not drawn)
→ 3% | 6% | 0% | 2 | -1 | 0% | 0 | -14 | 1% | 7%
> FC(F)Oc1ccc(NC(=S)NCc2cccnc2)cc1
→ -1% | -2% | 1% | -4 | -1 | -2% | 0 | u | -6% | -4%
> Cc1ccc(C)c(N2CCN(C(=O)c3ccc(N4CCOCC4)c([N+](=O)[O-])c3)CC2)c1
→ 1% | -6% | 3% | 26 | -4 | -2% | 13 | 2 | -2% | 39%[activator]
> CCc1ccc(N2NC(=O)/C(=C/C=C/c3ccco3)C2=O)cc1
→ -1%[46.1 µM] | -4% | -6% | 3 | 3 | -2% | -2 | -16 | -3% | -28%
> Cc1ccc(C(=O)NC(Cc2cccc(F)c2)C(=O)O)cc1 (stereo not drawn)
→ -4%[46.1 µM] | 9% | 5% | 22 | x | x | 2 | -28 | -3% | x
> Cc1cc(N2CCN(C(=O)c3ccco3)CC2)nc(-c2ccccc2)n1
→ 13% | 8% | u | -15 | 5 | 4% | 38 | 16 | 8% | 3%
> COc1ccccc1NCCC(=O)OCC(=O)Nc1ccccc1Cl
→ -8%[46.1 µM] | -4% | u | -5 | x | x | -106* | -29 | 3% | x
> CCOc1ccccc1C(=O)Nc1nnc(SCC(=O)Nc2cc(C)on2)s1
→ 2% | 1% | -8% | 7 | 3 | 6% | 2 | -4 | -1% | 9%
> CC(C)=CCC/C(C)=C/CNC(=O)C[C@H]1C[C@H](C(=O)N2CCCCC2)[C@@]2(CCc3ccccc3)c3[nH]c4cc(CCC(=O)N(C)C)ccc4c3CCN2C1=O
→ -4%[46.1 µM] | 3% | u | 0 | x | x | 5 | 0 | 2% | x
> C/C(=N/NC(=O)c1cccc(N2CCCC2=O)c1)c1ccncc1
→ -2% | 2% | u | -15 | 0 | -2% | -4 | 2 | 5% | -4%
> Cc1ncc([N+](=O)[O-])n1CC(=O)Nc1ccc(F)c(F)c1
→ 2% | 4% | 2% | 0 | -3 | 0% | 1 | 5 | u | -6%
> CCN1CCN(CCOc2ccccc2OCc2ccccc2)CC1
→ 1% | -4% | -1% | 8 | 1 | -4% | x | 6 | 2% | 0%
> Cc1ccc(C(=O)c2c3ccc([N+](=O)[O-])cc3[n+]([O-])n2CCC(N)=O)cc1
→ 1% | 7% | 30% | -3 | -4 | x | -10 | u | -1% | 3%
> O=C(CSc1nccc(=O)[nH]1)Nc1ccc(N2CCOCC2)cc1
→ 13% | 1% | 1% | 3 | 3 | 6% | 0 | -1 | -2% | -8%
> CC(C)(C)OC(=O)N[C@H]1C=C[C@@H](OC(=O)CC(=O)OCC(F)(F)F)C1
→ -2%[46.1 µM] | 9% | 2% | -14 | x | x | -13 | -4 | -1% | x
> CCn1ncc(C2=NOC(C(=O)NCc3ccc(Cl)cc3)C2)c1C (stereo not drawn)
→ 0% | -4% | u | 8 | 0 | 1% | -4 | 5 | -13% | 1%
> Cc1ccc(CNC(=O)C(=O)NCCC2CCCCN2S(=O)(=O)c2ccccc2)cc1 (stereo not drawn)
→ 3% | 8% | 8% | -3 | x | x | -8 | 0 | 0% | x
> CCN1CCN(C(=O)C2CCN(S(=O)(=O)c3ccc4c(c3)NC(=O)C(C)S4)CC2)CC1 (stereo not drawn)
→ 3% | -9% | 3% | 10 | x | 5% | 9 | -8 | -16% | 12%
> O=C(c1ccc(Cl)c(S(=O)(=O)N2CCOCC2)c1)N(Cc1ccco1)Cc1cccs1
→ 5% | 13% | 5% | 6 | x | x | 38 | -1 | 0% | x

In another format: two of the compounds above
> Cc1ncc([N+](=O)[O-])n1CC(=O)Nc1ccc(F)c(F)c1
  TCR act = 2%
  A-T KAP1 phos = 4%
  BCR signal inh = 2%
  TSHR antagonist = 0
  Coupling enz = -3
  GALK inh = 0%
  KCNH2 WT inh = 1
  Giardia kill = 5
  Tb PFK block = u
  CXXC DNA block = -6%
> CCN1CCN(CCOc2ccccc2OCc2ccccc2)CC1
  TCR act = 1%
  A-T KAP1 phos = -4%
  BCR signal inh = -1%
  TSHR antagonist = 8
  Coupling enz = 1
  GALK inh = -4%
  KCNH2 WT inh = x
  Giardia kill = 6
  Tb PFK block = 2%
  CXXC DNA block = 0%

More records
Second line of a record: TCR act | A-T KAP1 phos | BCR signal inh | TSHR antagonist | Coupling enz | GALK inh | KCNH2 WT inh | Giardia kill | Tb PFK block | CXXC DNA block
> C=CCNS(=O)(=O)c1sccc1/C=N/O
→ 2% | -2% | 4% | -9 | 2 | 9% | 3 | -1 | 0% | -4%
> CCN(CC)CCCNC(=O)c1[nH]c(C)c(C(=O)NC2CCCCC2)c1C
→ -2% | 0% | 4% | -5 | 0 | -2% | -3 | -14 | 1% | 1%
> CC[n+]1c(/C=C2\Sc3ccccc3N2C)ccc2cccc(C)c21
→ 12% | -5% | u | -29 | 6 | 2% | 3 | -13 | 2% | u
> COCCCNC(=O)CCc1nc(-c2ccccc2)no1
→ 3% | -6% | u | -2 | 0 | -2% | -8 | -7 | -4% | 7%
> CC(C)COC(=O)c1cccc2c1-c1ccccc1/C2=N\O
→ -7%[46.1 µM] | u | u | -6 | 1 | -6% | 5 | -5 | -1% | u
> O=C(Nc1cccc2ncccc12)c1ccc(Cl)cc1
→ 2% | 4% | 6% | -1 | 0 | 9% | -8 | -11 | 0% | -14%
> O=C(NCc1cccnc1)/C(=C/c1ccc(-c2ccc(Cl)cc2)o1)S(=O)(=O)c1ccccc1
→ 2% | 15% | u | -19 | 0 | -5% | 6 | -4 | -7% | 10%
> CC(C)CC(=O)c1c[nH]c(C(=O)NCCCN2CCOCC2)c1
→ -6% | 4% | 5% | -2 | 5 | 1% | -13 | -3 | 2% | 7%
> CC(=O)Nc1csc2ccccc12
→ -2% | 4% | -6% | 5 | 2 | -1% | x | 3 | -7% | 6%

Rewritten as tab-separated lines: part of the list above
SMILES	TCR act	A-T KAP1 phos	BCR signal inh	TSHR antagonist	Coupling enz	GALK inh	KCNH2 WT inh	Giardia kill	Tb PFK block	CXXC DNA block
CC(C)COC(=O)c1cccc2c1-c1ccccc1/C2=N\O	-7%[46.1 µM]	u	u	-6	1	-6%	5	-5	-1%	u
O=C(Nc1cccc2ncccc12)c1ccc(Cl)cc1	2%	4%	6%	-1	0	9%	-8	-11	0%	-14%
O=C(NCc1cccnc1)/C(=C/c1ccc(-c2ccc(Cl)cc2)o1)S(=O)(=O)c1ccccc1	2%	15%	u	-19	0	-5%	6	-4	-7%	10%
CC(C)CC(=O)c1c[nH]c(C(=O)NCCCN2CCOCC2)c1	-6%	4%	5%	-2	5	1%	-13	-3	2%	7%
